TMEM16A act = mouse TMEM16A channel activation, primary screen; Q8BHY3; HEK293 TMEM16A/YFP-H148Q/I152L, iodide quench fluorescence; active compounds read low; B-score at 10 µM; actives 0.3% (n = 340,000); AID 623877;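 active means fluorescence-ratio B-score plate-corrected deviation score at least 3 library SD below zero, with starting fluorescence score within 5 deviations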;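 further: channel opened by trigger with iodide after compound preincubation; score built on the fluorescence ratio of max minus min over baseline; more negative score means more quench and so TMEM16A activation or potentiation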
KCNQ1 act = potentiators or activators of human KCNQ1 potassium channel | CHO-K1 KCNQ1, thallium flux FluxOR fluorescence; active compounds read high | B-score at 10 µM | actives 0.35% (n = 310,000) | AID 2648;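 active means fluorescence ratio B-score, a plate-corrected score, at least three library SD, with initial intensity B-score within 5 SD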
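Schedule – 37 °C overnight plating, 90-min dark dye load, 20-min compound pretreatment · System – stable KCNQ1 CHO-K1 line · Probe or stimulus – thallium- and potassium-containing depolarizing buffer · Measured by – kinetic FluxOR fluorescence, 10 s baseline plus 110 s post-stimulus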
hERG protect = shields human hERG channel from block by proarrhythmic agents | actives 0.51% (n = 310,000) | Q12809 | activation (rescue from dofetilide block), less the hit threshold, % at 10 µM | CHO-hERG, FluxOR thallium flux, dofetilide IC70 present;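 active means activation above the mean of controls blocked by dofetilide plus 5 SD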;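 further: thallium influx through hERG after potassium depolarization seen as dye fluorescence rise; in these data hits start at about 4.7%; inactives centre near -7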
KCNK9 block = human KCNK9 channel inhibition. B-score at 10 µM. actives 1.2% (n = 310,000). HEK293 KCNK9, FluxOR thallium flux fluorescence; active compounds read low. Q9NPC2;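 active means ratio B-score over 3 SD below the library mean, with starting fluorescence within 5 SD of its mean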;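 further: negative B-score means less thallium flux so channel inhibition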
Target sequence (Q9NPC2 whole entry, looked up): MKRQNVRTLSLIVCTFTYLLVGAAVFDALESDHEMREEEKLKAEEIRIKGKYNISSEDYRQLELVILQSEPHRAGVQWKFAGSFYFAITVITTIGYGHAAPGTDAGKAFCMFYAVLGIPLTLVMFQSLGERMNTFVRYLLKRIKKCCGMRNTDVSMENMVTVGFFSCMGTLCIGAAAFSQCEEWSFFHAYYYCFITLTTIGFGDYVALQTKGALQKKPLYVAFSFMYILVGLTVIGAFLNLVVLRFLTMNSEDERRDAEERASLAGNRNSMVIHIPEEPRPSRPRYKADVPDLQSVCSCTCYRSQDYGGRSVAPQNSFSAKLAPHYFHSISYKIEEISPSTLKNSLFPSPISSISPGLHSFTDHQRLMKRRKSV
MrgX1 allo act = human MrgX1 positive allosteric modulation, primary screen | Q96LB2 | MrgX1-HEK293, Fluo-4 calcium flux, FDSS; active compounds read high | B-score at 10 µM | actives 0.63% (n = 310,000);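 active means plate-corrected calcium response at least 3 library SD above typical, normal starting fluorescence, not activating the receptor alone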;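 further: compound read alongside a low EC10 to EC30 dose of BAM8-22 agonist; peak minus trough fluorescence over baseline measured at the second addition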
ANO1 block = blocks the mouse calcium-activated chloride channel TMEM16A | Q8BHY3 | HEK293 TMEM16A/YFP iodide influx fluorescence, ionomycin | normalized B-score (activity score, 25-100; higher = stronger inhibition) at 10 µM | actives 1.2% (n = 310,000) | AID 588511;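 active means ratio plate-corrected score three or more library SD toward inhibition, starting fluorescence score within five deviations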;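 further: score derived from kinetic fluorescence span divided by baseline fluorescence per well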
KCNQ1 block = blocks the human KCNQ1 potassium channel; P51787; CHO-K1 KCNQ1, FluxOR thallium flux fluorescence; active compounds read high; B-score at 10 µM; actives 1.3% (n = 310,000); AID 2642;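 active means compounds whose thallium flux B-score, printed positive for inhibition, exceeds three library SD while starting fluorescence stays within three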;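 further: channel opened by potassium depolarization with thallium stimulus after 20 min compound exposure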
KCNK3 block = human KCNK3 channel inhibition, primary screen; O14649; CHO-KCNK3 thallium flux, FluxOR fluorescence; active compounds read low; B-score at 10 µM; actives 0.84% (n = 340,000);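 active means B-score under library mean minus 4 SD, starting fluorescence ratio at most library mean plus 5 SD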;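 further: more negative B-score means stronger inhibition of thallium flux through KCNK3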
Target sequence (O14649 whole entry, looked up): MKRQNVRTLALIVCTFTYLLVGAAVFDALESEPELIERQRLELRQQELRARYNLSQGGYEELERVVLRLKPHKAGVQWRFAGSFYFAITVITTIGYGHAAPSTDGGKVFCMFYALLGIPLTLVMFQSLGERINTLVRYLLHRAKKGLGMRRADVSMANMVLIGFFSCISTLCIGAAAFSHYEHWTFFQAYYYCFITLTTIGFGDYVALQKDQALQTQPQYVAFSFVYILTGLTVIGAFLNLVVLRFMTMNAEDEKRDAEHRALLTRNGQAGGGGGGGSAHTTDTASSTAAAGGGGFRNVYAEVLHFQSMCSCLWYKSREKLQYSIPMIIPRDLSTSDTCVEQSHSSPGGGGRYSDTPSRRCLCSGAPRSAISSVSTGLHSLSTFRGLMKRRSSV
MrgX1 agonist = agonists of human MrgX1 receptor | AID 588627 | B-score at 10 µM | actives 0.44% (n = 310,000) | MrgX1-HEK293 cells, Fluo-4 calcium fluorescence, agonist mode; active compounds read high;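 active means calcium response B-score plate-corrected fluorescence ratio at least 3 library SD, with starting fluorescence B-score inside 5 SD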
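Test system: HEK293 cells stably expressing human MrgX1 receptor; Input: fifteen thousand cells per well; Dosing: compound delivered in addition one of three; Schedule: overnight seeding, then 1 h dark dye loading; Technique: Fluo-4 NW calcium fluorescence; Measure: B-scored fluorescence response ratio; Controls: positive and negative controls per plate.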
RGS4 pot = RGS4 potentiation or activation; HEK293 M3R/inducible RGS4, carbachol calcium flux Fluo4; active compounds read low; B-score at 10 µM; actives 0.92% (n = 310,000); AID 463111;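 active means B-score of the integrated calcium signal more than 4 SD below the library mean, with starting fluorescence not abnormally high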;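 further: negative B-score means reduced calcium response which marks RGS4 activation or potentiation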
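Detection: kinetic calcium fluorescence imaging with Fluo4-AM dye, 2 µM / Material: HEK293 cells with stable M3R and inducible RGS4 / Schedule: recording 10 s baseline at 1 Hz, 100 s post-agonist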
RGS4 block = human RGS4 inhibition. HEK293 M3R/RGS4 inducible, Fluo-4 calcium flux; active compounds read high; triggered by carbachol at its EC20. actives 0.45% (n = 310,000). P49798. B-score at 10 µM. AID 463165;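 active means B-score, a plate-corrected calcium signal, over three deviations above library mean, with baseline fluorescence within five deviations of library mean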;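 further: RGS4 expression induced by doxycycline in cells with stable M3 receptor; B-score is computed from the integrated fluorescence ratio over baseline after carbachol; higher B-score means a larger calcium signal and so more RGS4 inhibition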
Target sequence (P49798 whole entry, looked up): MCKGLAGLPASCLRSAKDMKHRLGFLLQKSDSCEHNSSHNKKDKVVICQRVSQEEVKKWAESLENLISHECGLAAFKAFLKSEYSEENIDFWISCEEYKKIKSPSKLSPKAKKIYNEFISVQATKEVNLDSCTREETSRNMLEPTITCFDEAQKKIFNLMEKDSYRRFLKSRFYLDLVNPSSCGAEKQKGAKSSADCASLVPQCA
An asterisk follows results filed as active; i = inactive; / = not tested or not shown.

Structure	TMEM16A act	KCNQ1 act	hERG protect	KCNK9 block	MrgX1 allo act	ANO1 block	KCNQ1 block	KCNK3 block	MrgX1 agonist	RGS4 pot	RGS4 block
Cc1ccc(S(=O)(=O)N2CCOCC2)cc1NC(=O)c1cc([N+](=O)[O-])ccc1N1CCOCC1	i	i	-11	i	i	i	i	i	i	i	i
CCCc1n[nH]c(=O)c2c1nnn2Cc1ccccc1F	i	i	-4	i	i	i	i	i	i	i	i
CCN=C(Nc1ccc2c(c1)OCO2)SC1CC(=O)N(c2ccccc2F)C1=O (stereo not drawn)	i	i	-5	i	i	i	i	i	i	i	i
Cc1ccccc1C1C(C#N)=C2N=C(N)c3c(sc4c3CCCCC4)N2C2=C1C(=O)CC(C)(C)C2 (stereo not drawn)	i	i	-8	i	i	i	i	i	i	i	i
Cc1cccc(Nc2cc(C)c3c(O)cccc3n2)c1C	i	i	-28	i	i	i	i	-9.7*	i	i	i
CCN(CC(=O)Nc1cc(Cl)ccc1C)C(=O)CCOc1ccc(C)cc1	i	i	-12	i	i	i	i	i	i	i	i
COc1ccc(NC(=O)NCCCCc2ccccc2)cc1OC	i	i	-9	i	i	i	i	i	i	i	i
O=C(CCCN1C(=O)c2cccnc2Oc2ccc(Cl)cc21)N1CCCCC1	i	i	-11	i	i	i	i	i	i	i	i
Cc1nn(Cc2ccccc2)c(C)c1C(=O)OCC(=O)c1cc(C)n(CC(F)(F)F)c1C	i	i	-10	i	i	i	i	i	i	i	i
Cc1cccc(NC(=O)CCCN2C(=O)C3CC=CCC3C2=O)c1 (stereo not drawn)	i	i	-8	i	i	i	i	i	i	i	i
COc1ccc(C)cc1S(=O)(=O)Nc1cccc(Cl)c1Cl	i	i	-11	i	i	i	i	i	i	i	i
Cc1cc(C(=O)NCc2ccc(Cl)cc2)n(-c2ccccc2)n1	i	i	-10	i	i	i	i	i	i	i	i
CCCCNc1cc(F)nc(N)n1	i	i	-14	i	i	i	i	i	i	i	i
Cc1ccc(C(=O)C2=C(O)C(=O)N(c3ncccn3)C2c2ccc(Cl)cc2)o1 (stereo not drawn)	i	i	-4	i	i	i	i	i	i	i	i
Cc1nc2ccc(Nc3ccncc3)cc2s1	i	i	-9	i	i	i	i	i	i	i	i
CC1CCN(c2ccc(N3C(=O)C4CCCCC4C3=O)cc2[N+](=O)[O-])CC1 (stereo not drawn)	i	i	-1	i	i	i	i	i	i	i	i
CCc1cc(C(=O)Nc2ncccc2O)sc1C	i	i	-6	i	i	i	i	i	i	i	i
Cc1cc(C(=O)COC(=O)CNC(=O)c2ccc(F)cc2)c(C)n1Cc1ccco1	i	i	-5	i	i	i	i	i	i	i	i
CC(=O)N(c1ccc(N(C(C)=O)S(=O)(=O)c2ccccc2)cc1)S(=O)(=O)c1ccccc1	i	i	-4	i	i	i	i	i	i	i	i
O=c1[nH]n(-c2ccc(F)cc2)c2ncccc12	i	i	-3	i	i	i	i	i	i	i	i
Cc1ccccc1CN(c1ccc(C(=O)N2CCN(C)CC2)cc1)S(C)(=O)=O	i	i	-9	i	i	i	i	i	i	i	i
Cc1nc2ccccc2c(=O)n1/N=C/c1c(O)ccc2ccccc12	i	i	-13	i	i	i	i	i	i	i	i
Cn1c(COc2ccccc2)nnc1SCC(=O)NCc1ccccc1	i	i	-11	i	i	i	i	i	i	i	i
O=C(NC1CCCC1)C(c1ccccn1)N(Cc1ccccc1F)C(=O)c1csnn1 (stereo not drawn)	i	i	-3	i	i	i	i	i	i	i	i
CCCc1nc2oc3c(NCCN(C)C)ncnc3c2c2c1CCCC2	i	8*	-7	i	i	i	i	i	i	i	i
N#C/C(C(=O)c1ccccc1)=C1/CCCN1	i	i	-4	i	i	i	i	i	i	i	i
Cc1ccc(C(=O)NNC(=O)C2CCN(c3nc(C)cc(C)n3)CC2)cc1	i	i	-1	i	i	i	i	i	i	i	i
COc1ccc(Cl)cc1/C=C/c1ccc2cccc(O)c2n1	i	i	-4	i	i	i	i	i	i	i	i
COc1ccc(NC(=O)c2cc(C)cc(C)c2)cc1[N+](=O)[O-]	i	i	-3	i	i	i	i	i	i	i	i
Cn1c(=O)c2c([nH]c(=S)n2Cc2ccc(Cl)cc2)n(C)c1=O	i	i	-5	i	i	i	i	i	i	i	i
CCOC(=O)C1(S(=O)(=O)c2ccccc2)CCN(Cc2ccc(Cl)cc2)CC1	i	i	-12	i	i	i	i	i	i	i	i
CC(C)N1CCN(Cc2cn[nH]c2C2CCCCC2)CC1CCO (stereo not drawn)	i	i	-11	i	i	i	i	i	i	i	i
CO/N=C/NC(=O)c1c(OC)ccnc1Oc1ccc(Cl)cc1	i	i	-5	i	i	i	i	i	i	i	i
CCN(CC(=O)N1CCOCC1)S(=O)(=O)c1ccc2ccccc2c1	i	i	-7	i	i	i	i	i	i	i	i
COc1ccc(NC(=O)C2CCN(S(=O)(=O)c3c(C)noc3C)CC2)cc1OC	i	i	-2	i	i	i	i	i	i	i	i
CCOC(=O)C1CCCCN1Cc1cccc(Oc2ccccc2)c1 (stereo not drawn)	i	i	-4	i	i	i	i	i	i	i	i
O=[N+]([O-])c1cnccc1NC1CCCCC1	i	i	-2	i	i	i	i	i	i	i	i
Cc1cc(C)n(-c2nc3ccccc3[nH]c2=O)n1	i	i	-5	i	i	i	i	i	i	i	i
COC(=O)CCCC(=O)Nc1ccc(Cl)c(Cl)c1	i	i	-9	i	i	i	i	i	i	i	i
CCOC(=O)CSC1=NC(=O)CS1	i	i	-20	i	i	i	i	i	i	i	i
Nc1nc(CSc2nc3ccccc3s2)nc(N2CCOCC2)n1	i	i	-8	i	i	i	i	i	i	i	i
CCN1C(=O)C2(C(C#N)=C(N)Oc3n[nH]c(C(C)C)c32)c2ccccc21 (stereo not drawn)	i	i	-15	i	i	i	i	i	i	i	i
CCN1CCN(C(=S)Nc2sc(C)c(-c3ccccc3)c2C(=O)OC)CC1	i	i	-6	i	i	i	6*	i	i	i	i
O=C(CCCN1C(=O)/C(=C/c2ccccc2)SC1=S)Nc1cccc(O)c1	i	i	-20	i	i	i	i	i	i	i	i
O=C1/C(=C\c2ccco2)SC(=S)N1c1ccc(O)cc1	i	i	-6	i	i	i	i	i	i	i	i
Cc1ccc(Cn2ccc(NC(=O)c3cc(-c4ccc(Cl)cc4)on3)n2)cc1	i	i	-11	i	i	i	i	i	i	i	i
Cc1ccc2c(c1)N(CC(=O)NCc1ccco1)C(=O)C(C(C)C)O2 (stereo not drawn)	i	i	-12	i	i	i	i	i	i	i	i
O=C(O)CCN1C(=O)/C(=C\c2ccc(-c3nc4ccccc4s3)o2)SC1=S	i	i	-19	i	i	i	i	i	i	i	i
Cc1ccccc1OCc1nnc(SCC(=O)O)n1-c1cccc(Cl)c1	i	i	-5	i	i	i	i	i	i	i	i
CCOc1ccc(NS(=O)(=O)c2ccc3[nH]c(=O)c(=O)[nH]c3c2)cc1	i	i	-4	i	i	i	i	i	i	i	i

Next compounds follow:
Structure	TMEM16A act	KCNQ1 act	hERG protect	KCNK9 block	MrgX1 allo act	ANO1 block	KCNQ1 block	KCNK3 block	MrgX1 agonist	RGS4 pot	RGS4 block
O=C(NNC(=S)NC(=O)c1ccccc1)c1cccc([N+](=O)[O-])c1	i	i	-11	i	i	i	i	i	i	i	i
CCOC(=O)c1c(-c2cccc([N+](=O)[O-])c2)csc1NC(=O)CCCOc1ccccc1OC	i	i	-8	i	/	/	i	i	/	i	i
c1cncc(-c2csc(NCc3ccco3)n2)c1	i	i	-10	i	i	i	i	i	i	i	i
O=C(Nc1cccc(C(F)(F)F)c1)N1CCN(C(=O)Nc2cccc(C(F)(F)F)c2)CC1	i	i	-14	i	i	i	i	i	i	i	i
COCCn1c(=NC(=O)CCS(=O)(=O)c2ccccc2)sc2cc(C)ccc21	i	i	-8	i	i	i	i	i	i	i	i
O=c1c2ccccc2nc2n1CCc1c-2[nH]c2ccccc12	i	/	/	/	i	i	/	i	i	/	/
O=C(NC(=S)NCCc1ccc(Cl)cc1)c1ccco1	i	i	-4	i	i	i	i	i	i	i	i
Cc1noc(C)c1S(=O)(=O)N1CCCC(C(=O)Nc2nccs2)C1 (stereo not drawn)	i	i	-11	i	i	i	i	i	i	i	i
Cc1ccc(S(=O)(=O)N2CCCCC2)cc1NC(=S)NC(=O)c1ccco1	i	i	-15	i	i	i	i	i	i	i	i
COc1ccc(NC(=O)CSCC(=O)N(C)CC(=O)Nc2ccc(Cl)c(C(F)(F)F)c2)cc1	i	i	-14	i	i	i	i	i	i	i	i
CCCc1ccc(/C=C2\C(=O)c3ccccc3C(O)=C2C(=O)OCC)cc1	/	8*	-9	i	i	i	i	/	i	i	i
O=C(OCC(=O)c1ccccc1Br)c1ccncc1	i	i	-5	i	i	i	i	i	i	i	i
O=C(/C=C/c1cccc([N+](=O)[O-])c1)N(c1ccccn1)c1ccccn1	i	i	-15	i	i	i	i	i	i	i	i
COc1ccc(NS(=O)(=O)c2ccc(NC(=O)c3ccc(N(C)S(C)(=O)=O)cc3)cc2)cc1	i	i	-4	i	i	i	i	i	i	i	i
CCOC(=O)C1(Cc2cccc(F)c2)CCN(Cc2nc(CC)[nH]c2C)CC1	i	i	-15	i	i	i	i	i	i	i	i
CCOc1ccc(Br)cc1/C=N/NC(=O)c1ccncc1	i	i	-12	i	i	i	i	i	i	i	i
COC(=O)C1(c2ccccc2)NC(c2cccs2)C2C(=O)N(C)C(=O)C21 (stereo not drawn)	i	i	-15	i	i	i	i	i	i	i	i
